Source: PubChem BioAssay (National Center for Advancing Translational Sciences (NCATS))
Pol beta inh: blocks human DNA polymerase beta activity; P06746; AID 485314; Pol beta primer extension/strand displacement, fluorescence kinetic; 340,000 compounds, 1.3% hits; Potency, µM (titrated, usually from 114 µM), inactives show at the top dose activity change, negative = inhibition, most hits filed as inhibitors; note: potency is the fitted concentration of half-maximal effect; % is set by controls: 0 for no effect and ±100 for the full control effect
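Reaction started by 50 nM substrate onto compound-treated Pol beta (10 nM, 15 min preincubation, room temperature); plates read at 0 min and 10 min. Normalized concentration-effect data fitted by four-parameter Hill equation.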
ERG Ets-DNA blk: inhibitors of human ERG Ets domain-DNA interaction. P11308. fluorescence polarization, His-ERG Ets domain / labelled DNA. Potency, µM (series often up to 76.9 µM), without a hit: at the top dose FP activity, negative = inhibition, actives largely listed as inhibitors. 370,000 compounds, 0.028% hits; active = well fitted inhibition curve with a large enough effect in the polarisation, with a control signal flat; inconclusive = small, poorly fitted or top-dose-only effect, or effect the other way, or a change in a side signal; inactive = no such curve, though single readings can be large or run the other way; the % refers to the polarisation;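 note: polarization taken with two DNA probes labelled with fluorescein and Texas red; potency is the fitted concentration of half-maximal effect; % of control where 0% means no effect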
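His-tagged ERG Ets domain (1 uM in the protein solution; 300mM KCl, 50mM Tris-HCl, 1mM EDTA, 1mM DTT, pH 7.5) received compound, then a probe mix of 5 nM fluorescein-DNA and 100nM Texas-615-DNA. Fluorescence polarization was read for both dyes.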
Pol eta inh: blocks human DNA polymerase eta activity; 390,000 compounds, 1.2% hits; Potency, µM (highest dose often 114 µM), inactives show at the top dose activity change, negative = inhibition, actives largely listed as inhibitors; recombinant Pol eta, fluorescent DNA replication assay; note: potency is the fitted concentration of half-maximal effect; % is set by controls: 0 for no effect and ±100 for the full control effect
Target sequence (Q9Y253 whole entry, looked up): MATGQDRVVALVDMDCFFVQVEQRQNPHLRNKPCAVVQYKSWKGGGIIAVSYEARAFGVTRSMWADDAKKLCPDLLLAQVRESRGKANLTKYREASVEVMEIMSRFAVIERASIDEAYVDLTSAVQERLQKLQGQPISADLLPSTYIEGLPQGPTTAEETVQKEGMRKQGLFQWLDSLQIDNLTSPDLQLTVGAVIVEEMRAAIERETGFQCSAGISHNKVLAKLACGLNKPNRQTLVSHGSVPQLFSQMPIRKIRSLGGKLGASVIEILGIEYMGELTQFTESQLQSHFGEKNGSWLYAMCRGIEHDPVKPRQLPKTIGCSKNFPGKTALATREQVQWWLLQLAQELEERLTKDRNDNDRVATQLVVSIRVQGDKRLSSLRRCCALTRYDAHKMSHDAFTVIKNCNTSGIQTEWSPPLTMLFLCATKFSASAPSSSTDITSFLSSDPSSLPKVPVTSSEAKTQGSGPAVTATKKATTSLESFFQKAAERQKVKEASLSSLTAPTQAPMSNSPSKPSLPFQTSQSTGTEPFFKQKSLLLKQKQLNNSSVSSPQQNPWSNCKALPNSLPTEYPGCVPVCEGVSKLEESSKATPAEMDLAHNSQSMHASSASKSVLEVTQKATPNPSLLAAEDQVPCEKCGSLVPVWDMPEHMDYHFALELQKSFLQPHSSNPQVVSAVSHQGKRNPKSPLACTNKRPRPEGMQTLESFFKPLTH
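Pol eta (10 nM) was preincubated with compounds for 15 min at room temperature, after which fluorescent replication substrate (50 nM final) was added to start the reaction. Fluorescence was read kinetically at 0 and 10 min.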
APEX1 inh: inhibitors of human APE1 endonuclease; 350,000 compounds, 0.35% hits; P27695; recombinant APE1, TAMRA/BHQ-2 abasic DNA cleavage fluorescence; Potency, µM (highest dose often 65.8 µM), for the others: at the highest dose activity change, negative = inhibition, hits mostly inhibitors; AID 2517;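 note: potency is the fitted concentration of half-maximal effect; plate controls were vehicle for no effect and reference inhibitor for full effect; nearly all actives have a fitted effect of over 55% in size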
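Compound pre-exposure to 0.75 nM APE1, 15 min at ambient temperature. Reaction initiated with 50 nM TAMRA/BHQ-2 THF substrate, read immediately in kinetic mode, 525 nm excitation, 598 nm emission.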
ALOX12 inh: ALOX12 (human) lipoxygenase inhibition. P18054. purified 12hLO, xylenol orange hydroperoxide absorbance. Potency, µM (highest dose often 108 µM), for the others: at the top dose activity change, negative = inhibition, hits mostly inhibitors. 580,000 compounds, 1.1% hits. AID 1671190; note: potency is the fitted concentration of half-maximal effect; % is set by controls: 0 for no effect and ±100 for the full control effect
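Purified human 12hLO at 150 nM in 25 mM Hepes, 0.01% Triton X-100, pH 7.0, preincubated 15 min at room temperature with compound. Reaction started with 40 uM arachidonic acid, 30 min at room temperature. Hydroperoxide measured by Fe-xylenol orange, 573/405 nm absorbance ratio.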
Apoferritin bind: candidate novel general anesthetic via apoferritin binding. Potency, µM (series often up to 77.5 µM), without a hit: top-dose activity change, negative = displacement, hits mostly inhibitors. apoferritin/1-aminoanthracene competitive binding, fluorescence. 350,000 compounds, 0.074% hits. P02791; note: potency is the fitted concentration of half-maximal effect; % is set by controls: 0 for no effect and ±100 for the full control effect; nearly all actives have a fitted effect of over 20% in size
Target sequence (P02791 2-175 limits assumed): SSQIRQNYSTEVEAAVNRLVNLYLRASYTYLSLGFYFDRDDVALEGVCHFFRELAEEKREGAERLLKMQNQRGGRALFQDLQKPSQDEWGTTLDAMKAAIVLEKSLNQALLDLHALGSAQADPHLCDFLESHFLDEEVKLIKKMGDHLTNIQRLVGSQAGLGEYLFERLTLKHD
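Probe: 1-aminoanthracene (50% saturated, PBS). Protein: horse-spleen apoferritin, 10 uM. Incubation: 10 min, room temperature. Detection: 380 nm excitation, 535 nm emission. Analysis: normalized response, four-parameter Hill.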
RGS4 inhibitor: inhibitors of human regulator of G protein signaling 4 | P49798 | Transcreener GDP fluorescence polarization, RGS4-accelerated GTP hydrolysis | Potency, µM (titrated, usually from 114 µM), inactives show at the highest dose activity change, negative = inhibition, most hits filed as inhibitors | 390,000 compounds, 0.039% hits | AID 504845; note: potency is the fitted concentration of half-maximal effect; % is set by controls: 0 for no effect and ±100 for the full control effect; nearly all actives have a fitted effect of over 75% in size; some results filed as inactive show a strong effect at the top dose
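MLSMR compounds (23 nl, pin-transferred) preincubated 10 min at room temperature with a 500nM (2x) first reagent, then RGS4 at 900nM (2x) plus Transcreener GDP mix added; fluorescence polarization (620/688 nm) read before and after 90 min at 30 °C.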
LDHA inh: inhibitors of human lactate dehydrogenase A | activity change, % (values are at about 110 or 230 µM) | purified LDHA, NADH/diaphorase-resazurin fluorescence; stronger effect = lower value | P00338 | 480,000 compounds, 0.15% hits; in the data active = activity change below about -30%; inconclusive = mostly about -25% to -30%;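 note: plate controls were DMSO wells for no effect and wells without enzyme for full effect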
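Enzyme activity of human lactate dehydrogenase 5 (2 nM; 0.06 mM NADH, 0.2 mM pyruvate, 5 min, RT) is measured via a resazurin/diaphorase fluorescence readout of residual NADH.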
POLK inh: DNA polymerase kappa (human) inhibition | Q9UBT6 | purified Pol kappa, fluorescent DNA synthesis assay, 10 min | Potency, µM (top dose mostly 107 µM), without a hit: top-dose activity, negative = inhibition, most hits filed as inhibitors | 400,000 compounds, 0.53% hits; note: potency is the fitted concentration of half-maximal effect; % is set by controls: 0 for no effect and ±100 for the full control effect
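Fluorescent qHTS in 1536-well format: enzyme (10 nM) and compound sat 15 min at room temperature before 50 nM substrate (final) was added. Signal taken at 0 and 10 min; no-enzyme buffer wells were negative controls.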
* = called active by the depositor; u = inconclusive; x = not tested or not shown; & = joins results of further samples; [ ] = dose if it differs, or a comment. Unless noted, calls come from the whole dose curve; as a rule, active = well fitted curve in the direction sought with a large enough effect; inconclusive = small, poorly fitted or top-dose-only effect, or another doubt; inactive = no such curve, though single readings can be large; an effect the other way counts as inactive or inconclusive. An excerpt; the hit share may differ from the screen's.

Below each compound – Pol beta inh, ERG Ets-DNA blk, Pol eta inh, APEX1 inh, ALOX12 inh, Apoferritin bind, RGS4 inhibitor, LDHA inh, POLK inh
O=C(C1CCCN(S(=O)(=O)c2cccs2)C1)N1CCN(c2ccccc2F)CC1 (centres undefined)
    u, -5%, -13%, x, 0%, -7%, -17%, -2, -10%
COC(=O)c1cn(CCOc2ccc(C)cc2)c2ccccc12
    16%, -7%, -26%, -4%, 0%, 49%[activator], -28%, 1, 4%
Cc1ccc(NC(=O)CN(C)C(=O)c2ccc(OCc3c(C)noc3C)cc2)cc1
    x, 3%, -13%, 4%, -19%, x, 27%, -9, -8%
O=C1C2=C(Nc3ccccc3SC2c2ccc(Cl)c(Cl)c2)c2ccccc21 (centres undefined)
    12%, -6%, -22%, x, -12%, -14%, 17%, -11, -12%
COc1ccc(-n2nc(C(=O)NCC(=O)N3CC(C)CC(C)C3)c3ccccc3c2=O)cc1 (centres undefined)
    0%, -3%, -12%, -7%, -12%, u, 33%, -4, -9%
Cc1c(OCc2nn[nH]n2)ccc2c3c(c(=O)oc12)CCC(C)C3 (centres undefined)
    -4%, -2%, u, -3%, u, -14%, -3%, 12, -13%
COc1ccc(-c2cc([N+](=O)[O-])ccc2OCC(=O)N(C)CC(=O)Nc2ccc(C)cc2)cc1
    x, 0%, -8%, -5%, -2%, x, 1%, -11, -11%
Cc1cccc(N(C(=O)c2nsc(Cl)c2Cl)C(C(=O)NC2CCCC2)c2ccc(O)cc2)c1C (centres undefined)
    -19%, -12%, -15%, 1%, -6%, -17%, 8%, -7, -12%
COc1ccccc1OCC(=O)Nc1cccc(N(C)S(C)(=O)=O)c1
    2%, -5%, -5%, 3%, -2%, -14%, -43%, -10, -7%
Cn1cnc([N+](=O)[O-])c1Oc1cccc(O)c1
    -8%, -5%, -12%, 13%, -16%, -3%, -16%, -3, -2%
COc1ccc(C(=O)OCCN2C(=O)c3ccccc3C2=O)cc1OC
    x, -1%, -13%, x, 1%, x, 5%[56.9 µM], -3, -12%
O=C(NC1CCCC1)NS(=O)(=O)c1ccccc1Cl
    -10%, 7%, -4%, -7%, 0%, -2%, 27%[11.4 µM], -11, 0%
COc1ccc(OC)c(S(=O)(=O)N(C)CC(=O)N2CCN(c3ccccc3F)CC2)c1
    -5%, -1%, -20%, -2%, 8%, -2%, 10%, 1, 1%
O=C1C=C(c2cc(F)ccc2F)C[C@@H](c2ccc(Cl)cc2)C1
    x, 6%, -8%, 30%, -15%, x, -1%, 3, -17%
Fc1cccc(Cc2noc(CN3CCC(c4ccncc4)CC3)n2)c1
    42%, 4%, -3%, 22%, -1%, -8%, -3%, -4, -13%
CCOC(=O)C(C(=O)OCC)N(C#N)c1nc(OC)nc(N(C)C)n1
    2%, -9%, 1%, -7%, 404%[activator], -5%, -22%, -6, -3%
CSCCC(NC(=O)c1cccc(S(=O)(=O)N2CCN(C(C)=O)CC2)c1)c1nc2ccccc2[nH]1 (centres undefined)
    x, 1%, 0%, x, 0%, x, 30%, -4, -13%
CC(=O)N1CCN(S(=O)(=O)c2cccc(C(=O)OCC(=O)NC(=O)c3cccn3C)c2)CC1
    3%, -4%, -15%, -1%, -19%, 68%[activator], -4%, -2, 1%
O=C(COc1ccc(Br)cc1)NNC(=S)NC(=O)c1ccccc1[N+](=O)[O-]
    -1%, -10%, -12%, -2%, u, -5%, -7%, -10, -8%
C=CCNc1cc(C(F)(F)F)nc(-c2ccccn2)n1
    2%, -1%, -5%, 3%, -3%, -19%, 10%, 0, -14%
COc1ccc(C(=O)CSC2=C(C#N)C3(CCCCC3)C(C#N)=C(N)N2)cc1
    2%, -8%, -22%, -1%, -27%, u, 13%, -9, -15%
COc1ccc(CCNC(=O)CCCCCN2C(=O)c3ccccc3C2=O)cc1
    11%, -9%, 8%, -1%, -16%, -19%, 15%, -1, -23%
COc1ccc(S(=O)(=O)N[C@H](C(=O)O)C(C)C)cc1
    16%, -6%, -7%, 1%, -5%, -8%, 14%, -2, -2%
COc1ccc(C(=O)Nc2nnc(S(=O)(=O)N3CCCc4ccccc43)s2)cc1
    4%, 0%, -27%, x, -1%, -6%, 13%, 0, -6%
Cc1ccc(S(=O)(=O)c2nc(-c3cccs3)oc2N2CCC(C)CC2)cc1
    -7%, -2%, -9%, x, -21%, 60%[activator], 6%, -1, u
CCOC(=O)N(CC)OC(=O)Nc1ccc(Cl)cc1
    1%, x, -9%, 5%, -21%, u, -48%, -8, 1%
O=c1c2oc3ccccc3c2ncn1Cc1ccc(Cl)cc1
    20%, 4%, -22%, 13%, 8%, -6%, -6%, -9, -9%
CCOC(=O)CSC1=Nc2ccccc2C2=NC(CCC(=O)NCc3ccc(OC)cc3)C(=O)N12 (centres undefined)
    42%, 5%, -1%, x, -25%, -11%, 36%, -6, 0%[60.1 µM]
CCOc1cccc2cc(-c3nc4sc5c(c4c(=O)[nH]3)CCC(C)C5)c(=O)oc12 (centres undefined)
    0%, 4%, -10%, x, -17%, 45%[activator], 11%, 2, 12%
N#Cc1nc(COc2ccc(F)cc2)oc1N1CCC(Cc2ccccc2)CC1
    3%, 0%, -9%, 0%, 0%&5%, 25%, 23%, -2&-8, -13%
O=C(CCn1c(=S)oc2ccccc21)Nc1ccccc1Br
    u, -12%, u, 10%, u, -1%, -2%, -3, -15%
COc1ccccc1CNC(=O)c1cccc(S(=O)(=O)N2CCCC2)c1
    x, 18%, 2%, -5%, -2%, x, 4%, -1, -3%
CCOc1ccc(NC(=O)c2nnn(CC(=O)Nc3ccccc3OCC)c2N)cc1
    -2%, -3%, -6%, 1%, 54%[activator][57.4 µM], -11%, -15%, 1, 3%
COc1cc(N(C)C)c(NC(C)=O)cc1C(=O)O
    10%, 0%, 0%, u, 0%, 8%, -7%, 0, -4%
COC(=O)[C@H](CO)N1C(=O)[C@@H]2[C@H](C1=O)C1C=C[C@H]2C1
    x, 2%, -3%, x, 8%, x, 8%, -1, -5%
CCOc1ccc(NS(=O)(=O)c2c(C)nc3sc(C)c(C)n3c2=O)cc1
    -2%, 0%, -19%, x, -31%, u, 19%, -2, -17%
Cc1nc(C)c(C(=O)C2=C(O)C(=O)N(CCN(C)C)C2c2ccccc2)s1 (centres undefined)
    -25%, -4%, -13%, 0%, -8%, 9%, 4%[11.4 µM], -5, -1%
CCCc1cc(=O)[nH]c(SCC(=O)N(C)CC(=O)Nc2ccc(F)cc2)n1
    x, 8%, -15%, 7%, 10%, x, 12%, -7, -8%
N#Cc1c(Nc2ccccc2)c(/C=N/NCCO)c[nH]c1=O
    4%, -8%, 8%, 2%, 5%, 0%, 4%, -4, -4%
O=C(O)CC1S/C(=N/N=C/C=C/c2ccccc2[N+](=O)[O-])NC1=O (centres undefined)
    35%, -18%, -5%, 3%, -3%, -2%, 3%, 0, -18%
COc1cc(CN2CCC(C)CC2)ccc1OCc1ccccc1
    -18%, -1%, -2%, 25%, u, u, 23%, -20, -10%
Cc1ccc(OCC(O)CNC2CCCC2)c(C)c1 (centres undefined)
    0%, 13%, -15%, -7%, -1%, -1%, 3%, -1, 3%
O=C(Nc1nc2ccccc2s1)c1cccc(S(=O)(=O)N2CCc3ccccc32)c1
    11%, 1%, -17%, u, -22%, 1%, 6%, -15, -9%
Cc1cc(F)ccc1S(=O)(=O)Nc1ccccc1C(=O)NCc1cccnc1
    0%, -4%, -17%, -1%, 4%, -8%, -29%, -3, 3%
CCOc1ccc(NC(=O)CC(c2ccccc2)c2ccc(F)cc2)cc1 (centres undefined)
    28%, x, -7%, 20%, 12%, -12%, -5%, -5, -6%
COc1ccc(S(=O)(=O)N2CCCCCC2)cc1C(=O)NCc1ccco1
    x, 9%, -2%, -2%, -29%, x, 8%, -5, -12%
Cc1ccc(S(=O)(=O)C2(C(=O)N3CCCCC3C)CC2)cc1 (centres undefined)
    u, -1%, -3%, u, -3%, -3%, 22%, -5, -22%
CCN(CC)c1ccc(NC(=O)c2cccnc2)cc1
    38%, -5%, -10%, 21%, -9%[57.4 µM], -12%, -7%, 2, 7%
Cc1cc(C)cc(N(C(=O)CNC(=O)c2cccs2)C(C(=O)NC2CCCC2)c2cccnc2)c1 (centres undefined)
    21%, x, -11%, 2%, -11%, -6%, -11%, -4, -6%
O=C(Cn1nc(C(F)F)cc1C(F)F)N/N=C/c1ccc2c(c1)OCO2
    16%, -4%, -7%, 0%, 22%, -8%, 25%, -8, -10%
COc1ccc(NC(=O)c2cnc(SC)n2-c2ccc(F)cc2)c(OC)c1
    0%, -12%, -5%, -13%, -2%, 0%, -30%, -4, -15%
